tim23-1 inh: inhibits growth of tim23-1 mutant yeast; S. cerevisiae tim23-1 growth, BacTiter-Glo luminescence, 24 h; inhibition, % at 20 µM; actives 1.3% (n = 330,000); AID 463212;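 active = growth inhibition of the mutant yeast at or above 50%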;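 note: temperature-sensitive mutant grown at 25 °C; plate controls were DMSO-treated mutant yeast for no effect and medium wells lacking yeast for full effect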
APJ antagonist: blocks the human apelin receptor APJ; P35414; CHO-K1 APJ beta-arrestin complementation, luminescence; inhibition, % at 20 µM; actives 0.32% (n = 330,000);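 active = inhibition above about 40% at 20 µM, limit read from the data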;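 note: cells challenged with 10 nM apelin-13 agonist together with compound; plate controls were apelin-13 plus DMSO wells for no effect and DMSO wells lacking apelin-13 for full effect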
UPR CHOP act: activators of apoptotic arm of unfolded protein response (CHOP). actives 0.34% (n = 330,000). AID 449763. CHO-CHOP luciferase reporter, UPR activation, luminescence; percent of tunicamycin response over DMSO baseline. activation, % at 10 µM;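 active = at 10 µM dose, activation of 40% or more, normalized to positive control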;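 note: 100% = tunicamycin at 10 µg/mL and 0% = DMSO alone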
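Test system: CHO-CHOP cells, stable luciferase reporter of PERK-eIF2a-CHOP signalling | Quantity: 500 CHO-CHOP cells per well | Buffer or medium: F12 plus 10% serum | Compound dosing: 10 µM single point, 0.5% DMSO | Schedule: 6 h compound treatment, 37 °C | Signal: Luciferase luminescence | Control set: Tunicamycin high control, DMSO low control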
APJ agonist: agonists of human APJ apelin receptor | P35414 | CHO-K1 APJ PathHunter beta-arrestin, luminescence; 0% DMSO wells, 100% apelin | activation, % at 20 µM | actives 0.11% (n = 330,000) | AID 2520;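 active = activation more than six SD over the plate average, tested at 20 µM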;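 note: 0% = DMSO alone and 100% = apelin-13 at 10 nM; some results filed as inactive read as strong as hits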
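Test system: CHO-K1 APJ beta-arrestin complementation cell line | Compound: Single test compound dose, 20 µM final, 1% DMSO | Incubation: Compound 90 min 25 °C, reagent 1 h | Measured by: beta-gal luminescence | Read-out basis: APJ–arrestin association signal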
Mdm2-MdmX inh: human Mdm2/MdmX binding inhibition; inhibition, % at 8 µM; AID 485346; SaOS-2 split-luciferase Mdm2/MdmX complementation, luminescence; actives 3% (n = 330,000);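 active = inhibition of at least 50% at 8 µM in the primary screen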
EBI2 antag: antagonists of human EBI2 receptor; P32249; EBI2 beta-arrestin recruitment, luminescence, 7a,25-OHC stimulated; inhibition, % at 5 µM; actives 0.81% (n = 360,000); AID 651636; in the data active = inhibition above about 38%;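 note: enzyme fragment complementation signal reports receptor beta-arrestin coupling in cells; 0% = agonist plus DMSO wells and 100% = wells without agonist; some results beyond the cut were filed as inactive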
Target sequence (P32249 whole entry, looked up, the tested form may be a part): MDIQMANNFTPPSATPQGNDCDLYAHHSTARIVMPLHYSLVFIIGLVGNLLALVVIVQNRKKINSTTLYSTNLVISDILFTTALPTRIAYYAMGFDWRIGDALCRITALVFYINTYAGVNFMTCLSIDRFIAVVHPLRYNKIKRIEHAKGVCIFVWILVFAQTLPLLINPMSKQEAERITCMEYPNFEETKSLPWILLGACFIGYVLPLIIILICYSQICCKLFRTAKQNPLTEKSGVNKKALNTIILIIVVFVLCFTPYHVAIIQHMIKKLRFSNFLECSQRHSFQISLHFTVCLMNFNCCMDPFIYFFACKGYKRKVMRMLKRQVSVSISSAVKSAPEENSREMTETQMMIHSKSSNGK
CCR6 antagonist: antagonists of human CCR6 receptor; P51684; CHO-K1 CCR6 PathHunter beta-arrestin, luminescence, CCL20-stimulated; inhibition, % at 20 µM; actives 0.49% (n = 340,000); AID 493098;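 active = compounds whose inhibition of the agonist-driven luminescence signal at 20 µM reaches about 50%, limit read from the data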;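 note: cells stimulated with CCL20 at 14 nM final; plate controls were DMSO with CCL20 for no effect and DMSO without agonist for full effect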
Target sequence (P51684 whole entry, looked up): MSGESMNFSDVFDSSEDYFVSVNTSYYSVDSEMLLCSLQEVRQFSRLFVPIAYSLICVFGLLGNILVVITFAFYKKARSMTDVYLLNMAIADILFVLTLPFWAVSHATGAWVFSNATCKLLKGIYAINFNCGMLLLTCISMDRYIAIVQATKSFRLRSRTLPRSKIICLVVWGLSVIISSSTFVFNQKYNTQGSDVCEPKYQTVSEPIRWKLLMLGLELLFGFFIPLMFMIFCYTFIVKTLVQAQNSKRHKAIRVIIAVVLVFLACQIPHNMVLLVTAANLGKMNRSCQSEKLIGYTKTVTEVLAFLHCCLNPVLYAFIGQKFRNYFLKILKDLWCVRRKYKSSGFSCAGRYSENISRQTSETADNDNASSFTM
CXCR6 inh: inhibitors of human CXCR6 receptor; CHO-K1 PathHunter CXCR6 beta-arrestin, luminescence; actives 0.36% (n = 360,000); inhibition, % at 20 µM; O00574; in the data active = inhibition above about 34%, passing the limit was not always enough;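 note: antagonist mode with CXCL16 agonist at 10 nM final; 0% = 10 nM CXCL16 with DMSO and 100% = unstimulated wells without agonist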
Target sequence (O00574 whole entry, looked up): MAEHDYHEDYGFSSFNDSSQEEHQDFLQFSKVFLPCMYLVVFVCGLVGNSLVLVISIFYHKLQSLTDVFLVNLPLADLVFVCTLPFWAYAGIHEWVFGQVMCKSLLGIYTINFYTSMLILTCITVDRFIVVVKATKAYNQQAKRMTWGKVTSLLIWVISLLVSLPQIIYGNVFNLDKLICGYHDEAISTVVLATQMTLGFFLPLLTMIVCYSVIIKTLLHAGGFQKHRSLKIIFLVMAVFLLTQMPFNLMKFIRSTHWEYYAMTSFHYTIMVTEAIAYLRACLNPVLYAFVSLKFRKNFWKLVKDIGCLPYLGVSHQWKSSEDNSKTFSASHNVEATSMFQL
XBP1 UPR activ: adaptive UPR (XBP1) activation; CHO-XBP1 luciferase reporter, IRE1-XBP1 UPR activation, luminescence; percent of tunicamycin response, DMSO as zero; activation, % at 20 µM; actives 0.33% (n = 330,000); AID 463104;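 active = versus positive control, 20 µM dose yields 30% or more activation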;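 note: 100% = tunicamycin at 10 µg/mL and 0% = DMSO only wells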
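assay system = CHO-XBP1 luciferase reporter cells | amount = 1000 cells/well | buffer or medium = F12 plus 10% FBS | compound dosing = single point, 20 µM final compound, 1% DMSO | incubation = 16-18 h cell attachment at 37 °C, then 6 h compound exposure | detection = Steady-Glo luminescence read | controls = tunicamycin 10 µg/mL and vehicle-only wells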
Active calls of the source: *; x = not tested or not shown. An excerpt. The share of hits here may be higher or lower than overall.

SMILES | tim23-1 inh | APJ antagonist | UPR CHOP act | APJ agonist | Mdm2-MdmX inh | EBI2 antag | CCR6 antagonist | CXCR6 inh | XBP1 UPR activ
COc1cccc(CCNC(=O)C2CCC(=O)N(Cc3cccc(OC)c3)C2)c1 (stereo not given) | 10 | 16 | 2.6 | 1 | -24 | 4 | -12 | 1 | -4
CNC(=S)N1CCC(Cc2ccccc2)CC1 | 4 | -9 | -0.2 | 5 | 12 | -8 | 4 | 2 | 0
CCOc1ccc(-n2ccnc(SCC(=O)Nc3ccc(CC)cc3)c2=O)cc1 | 56* | -6 | 1.5 | -6 | -32 | 14 | 5 | 2 | 2
Cc1ccc(C(=O)CCC(=O)OCC(=O)Nc2ccc3[nH]c(=O)[nH]c3c2)cc1 | -19 | 0 | -0.6 | 8 | -28 | -9 | -1 | 0 | -2
O=C1SC(c2ccccc2)=C/C1=C\N1CCCCC1 | 63* | 22 | 4.4 | -2 | 34 | 1 | 12 | 12 | 3
O=C(Oc1ccc(-c2nnco2)cc1)c1ccc(Br)o1 | 3 | 4 | 1.1 | 1 | 7 | -1 | 7 | 0 | 0
NNC(=O)C12CC3CC(C1)CC(n1ncnn1)(C3)C2 | 1 | 11 | -1.6 | -1 | -3 | 1 | 7 | 0 | 1
CC(=O)CC(C)(C)NC(C)=S | 10 | 12 | -1.2 | -5 | 21 | 8 | 9 | 5 | -4
CS(=O)(=O)c1cccc(C(=O)Nc2ccc3c(c2)OCCCO3)c1 | 8 | 18 | 4.3 | -3 | -27 | 9 | 15 | -6 | -2
CCC1CCc2sc(C(=O)N3CCN(c4ccccn4)CC3)cc2C1 (stereo not given) | 56* | 2 | 0.7 | -5 | -3 | -3 | 9 | 0 | -2
Nc1[nH]c(=O)[nH]c(=O)c1N=Nc1cccc(Cl)c1 | 7 | 13 | -1.2 | -3 | -11 | -3 | 18 | 12 | -2
CC(=O)Nc1ccc(S(=O)(=O)N2CCN(C(=O)Cc3ccccc3)CC2)cc1 | 10 | -15 | 0.7 | 3 | 10 | 0 | 12 | 0 | 1
O=C(c1ccccc1)c1ccc(C(=O)N2CCOCC2)cc1 | 3 | 8 | 0.5 | -2 | -1 | -19 | 0 | 5 | -3
CCC(NC(=O)CSc1nnnn1C1CC1)c1ccc(Br)cc1 (stereo not given) | 9 | 6 | -2.3 | -4 | -10 | -18 | 10 | 12 | -1
COc1ccc(C(C(=O)NC2CCCCC2)N(Cc2ccco2)C(=O)c2snc(C(N)=O)c2N)cc1 (stereo not given) | 7 | -12 | 2.2 | 1 | 18 | -45 | -1 | 10 | -1
O=C(Nc1cc(-c2ccccc2)sc1C(=O)O)c1cccc(F)c1 | 33 | 14 | 1.1 | 2 | 9 | -4 | -12 | -8 | -4
COc1ccc(NC2c3ccccc3C(=O)N2Cc2ccco2)cc1OC (stereo not given) | 10 | 4 | 0.4 | 0 | 21 | 2 | 12 | 1 | -1
O=C(Cn1c(C2CC2)nc2ccccc2c1=O)Nc1ccc(Br)cc1 | 4 | -2 | -1.3 | -4 | 10 | 4 | 3 | -6 | -3
CCCOC(c1ccccc1)(c1ccccc1)C(Oc1nc(C)cc(C)n1)C(=O)O (stereo not given) | -6 | 9 | -2.6 | -3 | -16 | 9 | -1 | -1 | -1
Cc1nccn1-c1c2c(c(C#N)c3nc4ccccc4n13)CCC2 | 22 | 15 | -0.5 | 4 | 25 | x | -1 | x | -2
Cc1ccc(-c2nn(-c3ccccc3)cc2C(=O)Nc2cccc(S(=O)(=O)N3CCOCC3)c2)cc1 | 29 | -5 | 1.4 | 1 | 0 | 28 | 6 | 0 | -1
Cc1ccc(CS(=O)(=O)CCC(=O)NC2CC2)cc1 | 16 | 8 | 1.4 | -4 | -2 | -3 | 5 | -6 | -2
C=C(Br)Cn1cnc2ccccc21 | -2 | 7 | 1.4 | -1 | 11 | -8 | -1 | -10 | -5
CC12CC3CC(C)(C1)CC(C(=O)N1CCCC1)(C3)C2 | 24 | -2 | -1.9 | 0 | 23 | 4 | 2 | 12 | 5
COc1ccc(-c2nc(CN3CCC(C(=O)N4CCOCC4)CC3)c(C)o2)cc1C | 2 | -4 | -0.1 | -4 | 14 | 2 | 15 | 0 | -1

Following part
SMILES | tim23-1 inh | APJ antagonist | UPR CHOP act | APJ agonist | Mdm2-MdmX inh | EBI2 antag | CCR6 antagonist | CXCR6 inh | XBP1 UPR activ
Nc1cnccc1Oc1cccc(C(F)(F)F)c1 | 16 | 12 | 2.9 | -4 | 14 | -13 | -2 | 0 | 0
COc1cccc(CN2CC(C(=O)NCCC3=CCCCC3)CCC2=O)c1 (stereo not given) | 10 | -57 | 4.2 | -1 | -5 | 10 | 3 | 6 | 0
CC(=O)OC[C@H]1O[C@@H](O/N=C/C[C@@H]2C=C[C@H](OC(C)=O)[C@@H](COC(C)=O)O2)[C@H](OC(C)=O)[C@@H](OC(C)=O)[C@@H]1OC(C)=O | 6 | 16 | -0.6 | 3 | 4 | x | x | x | 1
CN1CCN(C(=O)c2cc(Cl)cc(Cl)c2)CC1 | -4 | 5 | -0.1 | -2 | 20 | -5 | 0 | -12 | -3
COc1ccc(OCCSc2nnc(CC(=O)Nc3cccc(Cl)c3Cl)n2C)cc1 | 16 | 28 | 0.8 | 4 | -2 | -1 | 1 | -1 | -2
COC(=O)c1c(O)c2ccccc2[nH]c1=O | 15 | -29 | -1.4 | -6 | 3 | -14 | -10 | -7 | 0
COc1ccc(NC(=O)c2cc(-c3ccccc3)nc3c2cnn3C(C)C)cc1 | 9 | -9 | 2.3 | 1 | 35 | 4 | 2 | 12 | 3
CCNC(=O)N(CC)C[C@H]1N[C@@](Cc2ccccc2)(C(=O)OC)[C@H]2C(=O)N(C)C(=O)[C@@H]12 | -3 | 10 | 2.1 | -3 | -11 | -9 | 12 | -3 | -1
CC(=O)Nc1nc(-c2ccccc2)nc(-c2ccccc2OC(C)=O)n1 | 39 | 11 | -0.2 | -4 | 42 | 11 | 16 | 3 | 0
CCN(CC)c1ccc(C2Nc3cccc4cccc(c34)N2)c(O)c1 | 29 | -9 | 4.8 | 6 | -54 | -21 | -2 | -7 | 10
COc1ccccc1N1CCN(C2CC(=O)N(c3ccc(F)cc3)C2=O)CC1 (stereo not given) | 11 | -14 | 0.4 | -3 | 3 | -4 | 4 | -8 | 0
C=CCn1c(SCC(=O)Nc2ccc(C(=O)OC(C)C)cc2)nnc1-c1cccs1 | 14 | 8 | 1.3 | -2 | 0 | 6 | -5 | 3 | 0
Cc1cc(C)c2c(C)nn(-c3ccccc3)c2n1 | 5 | 13 | -0.6 | -2 | 7 | 1 | -5 | 4 | 1
COc1ccc(/C=C/CN2CCCC(CCC(=O)NCc3ccc(F)c(F)c3)C2)cc1 (stereo not given) | -2 | -25 | 0.9 | -5 | 22 | 34 | 9 | 4 | -3
COc1ccccc1N(CC(N)=O)S(=O)(=O)c1ccc(C)cc1 | 11 | -8 | 2.7 | -3 | -34 | 1 | 8 | 11 | -4
CCN(CC)S(=O)(=O)c1ccc(OC)c(NC(=O)C(Cc2ccccc2)N2C(=O)c3ccccc3C2=O)c1 (stereo not given) | 12 | 13 | -1.2 | -1 | 3 | x | x | x | 1
Cc1ccc(NC(=S)c2ccncc2)c(C)c1 | 11 | 9 | 2.1 | -2 | 3 | 5 | 10 | -1 | -4
Cn1c(SCC(=O)NNC(=O)c2ccc(Br)cc2)nnc1-c1cccnc1 | -4 | 9 | 1.4 | -4 | 4 | 31 | 3 | 3 | -5
O=C(COc1ccccc1)NC1=NCCS1 | -9 | 16 | 3.1 | -5 | -29 | -2 | 1 | -1 | 0
COCCCNC(=O)Cn1cnc2sc(C)c(S(=O)(=O)N3CCN(c4ccccc4OC)CC3)c2c1=O | -1 | -5 | 1.0 | 0 | 4 | 1 | -4 | 0 | -5
CCOc1ccc2nc(SC(C)C(N)=O)[nH]c2c1 (stereo not given) | 9 | -7 | 1.3 | -1 | 14 | 3 | 1 | 3 | 1
CCc1ccc(Nc2oc(C)cc(=O)c2C(C)=O)cc1 | 0 | -2 | 6.0 | 0 | 1 | 4 | 10 | -4 | -2
Cc1onc(-c2ccccc2Cl)c1C(=O)N1CCOC12CCCCC2 | 12 | -31 | 2.0 | 0 | 4 | -1 | 10 | 4 | 0
Cc1cc(C)c(C)c(S(=O)(=O)Nc2ccc(OCC(=O)O)cc2)c1C | -23 | -7 | 0.5 | -4 | 17 | 8 | 11 | -10 | -3
COc1ccc([C@H]2CC(=O)C=C(c3cccc(Cl)c3)C2)cc1OC | 2 | -2 | -0.6 | -5 | -1 | 18 | 8 | 2 | 0

The results go on:
SMILES | tim23-1 inh | APJ antagonist | UPR CHOP act | APJ agonist | Mdm2-MdmX inh | EBI2 antag | CCR6 antagonist | CXCR6 inh | XBP1 UPR activ
C[C@@]12CCC[C@H](O1)[C@@H]([C@H](O)c1ccccc1)O2 | -13 | -3 | -1.2 | -1 | -10 | 1 | -8 | -2 | 0
Cc1cccc(C)c1N(CC(=O)N1CCOCC1)S(C)(=O)=O | 11 | 13 | 1.6 | 1 | -14 | -8 | 0 | 3 | 0
Cc1cc(C)nc(SC2CCCCC2NS(=O)(=O)c2ccccc2)n1 (stereo not given) | 28 | 7 | 0.3 | -2 | 30 | -4 | 0 | -2 | 0
COc1ccc(CC(=O)N/N=C(\C)CC(=O)Nc2cccc(F)c2)cc1 | 23 | 20 | -0.3 | -2 | -5 | -6 | 3 | -8 | 0
CCn1c(Cc2cccc3ccccc23)nnc1SCC(=O)Nc1nccs1 | 11 | -15 | -3.7 | 2 | 6 | 3 | 3 | 4 | -4
O=C(COC(=O)C1CC2C=CC1C2)NCc1ccccc1Cl (stereo not given) | 13 | -12 | 4.7 | -3 | 16 | -11 | 4 | 0 | -2
CC(C)CCSc1nc(N2CCOCC2)c2c(c1C#N)CC(C)(C)OC2 | 60* | 4 | -2.4 | -1 | -10 | 24 | 12 | 2 | 1
COc1ccccc1NC(=O)COC(=O)c1ccc(S(=O)(=O)NCc2ccco2)cc1 | 14 | 4 | 2.4 | -5 | 29 | -6 | 10 | -4 | 1
CC(C)CC(c1nnnn1Cc1ccco1)N1CCN(C2CCCC2)CC1 (stereo not given) | 4 | -4 | 0.0 | -1 | 2 | 2 | 15 | -4 | 1
O=C(NCCc1ccc(F)cc1)C(=O)NCC1CCCN1S(=O)(=O)c1cccs1 (stereo not given) | 26 | 3 | 2.0 | 0 | 37 | 5 | 10 | -3 | -2

Full records from above. Values in the order: tim23-1 inh | APJ antagonist | UPR CHOP act | APJ agonist | Mdm2-MdmX inh | EBI2 antag | CCR6 antagonist | CXCR6 inh | XBP1 UPR activ
Listed for `CC(C)CC(c1nnnn1Cc1ccco1)N1CCN(C2CCCC2)CC1` (stereo not given) = 4 | -4 | 0.0 | -1 | 2 | 2 | 15 | -4 | 1
Listed for `Cc1cc(C)nc(SC2CCCCC2NS(=O)(=O)c2ccccc2)n1` (stereo not given) = 28 | 7 | 0.3 | -2 | 30 | -4 | 0 | -2 | 0
